Lipid storage S3 – qHTS Assay for Lipid Storage Modulators in Drosophila S3 Cells | Potency in µM for hits, for the others lipid storage change, negative = inhibition, % at the top dose, mostly 46.1 µM | 0.64% of 320,000 active | Drosophila S3 cells, BODIPY lipid droplet fluorescence, 18-24 h; cells fed with added oleic acid; active means well fitted inhibition curve with a large enough effect in the signal ratio, with a control signal flat, not every such curve was filed as active; inconclusive means small, poorly fitted or top-dose-only effect, or effect the other way, or a change in a side signal; the % refers to the signal ratio
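Drosophila S3 cells got compounds at several concentrations plus oleic acid (400 uM solution). Laser-scanning cytometry with 488 nm excitation read lipid droplets at 500-530 nm and cells at 575-640 nm. Percent activity was relative to 20 uM Triacsin C.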
Lipid storage S3 cell count max – recorded beside Lipid storage S3, whose call it bears; cell number change, %; measured here: cell count max response;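 cells counted by Cell Tracker Red CMTPX staining in the red channel; peak over a dose series mostly up to 46.1 µM; percent activity relative to internal control wells on each plate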
The depositor's hits bear a star; i = inactive; u = inconclusive; x = no result given; [ ] = remark or other dose. On the % scale 0 is the no-effect control and ±100 the full control effect; potency means the concentration at half of the fitted maximal effect.

SMILES	Lipid storage S3	Lipid storage S3 cell count max
CCc1nnc(NC(=O)C2CCCN2C(=O)Nc2ccc(Cl)cc2)s1 (stereo not given)	u	x
O=C(c1cccc([N+](=O)[O-])c1)N1CCCC(C(=O)N2CCN(c3ccccc3)CC2)C1 (stereo not given)	u	x
COc1ccc(NC(C)=O)cc1NC(=O)CCn1c(=O)sc2ccccc21	8%	-11
CN1CCN(C(=O)CSc2nc(-c3ccncc3)ccc2C#N)CC1	13%	-15
N#Cc1cnc2nc(SCc3ccccc3)nn2c1	0%	2
COCCn1c(C(C)C)nc2oc3ccccc3c(=O)c2c1=O	23%	-7
CCOC(=O)c1sc2nc(CSc3ccccc3)nc(NCCN(C)C)c2c1C	-1%	-1
Cc1ccc(S(=O)(=O)NCCC(=O)Nc2cccc(Cl)c2)cc1	-4%	3
Cc1ccc(C=Nc2ccccc2C(N)=O)cc1	u	x
CCOc1ccc(CN2CCSCC2)cc1	i	20
O=C(Cc1c(O)c2ccccc2[nH]c1=O)NC1CCCCCC1	20%	15
CC1CCCCN1C(=O)c1cc(-c2ccc(Cl)c(Cl)c2)on1 (stereo not given)	27%	-1
Cc1c(-c2ccnc3cc(C(=O)O)nn23)cnn1C	u	x
Nc1c2c(nc3c1CCCC3)CCCC2 (tested in a mixture with another compound)	u	x
CCOc1nonc1C(=N)/C(C(C)=O)=C(\C)O	u	x

Reformatted: results already given.
| Molecule | Lipid storage S3 | Lipid storage S3 cell count max |
| --- | --- | --- |
| CCc1nnc(NC(=O)C2CCCN2C(=O)Nc2ccc(Cl)cc2)s1 (stereo not given) | u | x |
| Cc1c(-c2ccnc3cc(C(=O)O)nn23)cnn1C | u | x |

Next results:
SMILES	Lipid storage S3	Lipid storage S3 cell count max
O=C(NN1C(=O)C2C3C=CC(C4CC34)C2C1=O)c1ccc(Cl)cc1 (stereo not given)	u	x
COc1cccc(NC(=O)C2(S(=O)(=O)c3ccc(Cl)cc3)CC2)c1	0%	x
Cc1cc(/C=N/NC(=O)c2cccs2)c(C)n1-c1cnccn1	-15%	-10
S=C(Nc1ccccc1Cl)N(CCCN1CCOCC1)Cc1ccccn1	-2%	7
C/C(=C/c1ccccc1)C(=O)N1CC(C)OC(C)C1 (stereo not given)	2%	-17
C[C@@H]1Cc2c(O)c(O)cc(O)c2C(=O)O1	u	x
CCOC(=O)C1=C(c2ccccc2)NC(=O)NC1c1cc(Br)c(O)c(OC)c1 (stereo not given)	u	x
COc1ccccc1C(=O)NCC(=O)N/N=C/c1ccc([N+](=O)[O-])cc1	2%	0
CC(=O)N1CCN=C1SCc1cccc(Cl)c1	u	x
CN1C(=O)CSC1=NCC12CC3CC(CC(C3)C1)C2	u	x
C/C(=N\O)C(=O)NCc1ccncc1	u	x
Cc1ccccc1COc1ccc(/C=C(\C#N)C(N)=O)cc1	u	x
COc1ccccc1CN1C(=S)SC(C)(C)C1NO (stereo not given)	u	x
C#CCCc1cocc1/C=[N+](\[O-])c1ccc(C(=O)OCC)cc1	i	-19
Nc1nc(Cl)cc(N2CCCC2)n1	11%	13

Of the compounds above, three contain a cyano group:
SMILES	Lipid storage S3	Lipid storage S3 cell count max
CN1CCN(C(=O)CSc2nc(-c3ccncc3)ccc2C#N)CC1	13%	-15
N#Cc1cnc2nc(SCc3ccccc3)nn2c1	0%	2
Cc1ccccc1COc1ccc(/C=C(\C#N)C(N)=O)cc1	u	x

Further structures follow.
SMILES	Lipid storage S3	Lipid storage S3 cell count max
Cn1c(Sc2ccc(Br)cc2)c(C=O)c2ccccc21	u	x
CCOC(=O)c1ccc(S(=O)(=O)N(CCO)Cc2cc3cc(OC)c(OC)cc3[nH]c2=O)cc1	u	x
CC(NC(=O)CCNS(=O)(=O)c1ccc2c(c1)oc(=O)n2C)c1ccccc1 (stereo not given)	i	x
Clc1ccc(-c2nc(N3CCCCC3)nc3ccccc23)cc1	-4%	-28
Cc1cc(/C=C2/NC(=O)N(Cc3ccccc3F)C2=O)c(C)n1-c1ccccn1	17%	19
CCC(=O)NC(c1ccc(OC)cc1)c1cc(Cl)c2cccnc2c1O (stereo not given)	-1%	7
COc1ccc(Cl)cc1C(=O)NCc1ccc2c(c1)OCO2	u	x
CC(=O)N(C)C1(c2nnnn2CCOC(=O)Nc2ccc(Cl)cc2)CCCCC1	u	x
CCC(C(=O)Nc1ncccn1)(C(F)(F)F)C(F)(F)F	u	x
O=C1C=C(NCc2ccccc2)CCC1	-6%	2
COCCN(Cc1ccccc1)C(=O)Cc1ccc(OC)c(S(=O)(=O)N2CCOCC2)c1	u	x
COc1cc(C2C(C#N)=C(N)OC3=C2C(=O)CC(C)(C)C3)c([N+](=O)[O-])cc1OC (stereo not given)	u	x
CC1(C)Cc2ccccc2-c2nnc(-c3ccccc3)n21	u	x
CCSc1nnc(NC(=O)CSc2nc3c(c(=O)n2-c2ccccc2)SCC3)s1	-2%	0
Cc1ccc(N2CCN(C(=O)CNS(=O)(=O)c3ccc(Br)s3)CC2C)cc1 (stereo not given)	-1%	-5
c1ccc(-n2c(Cc3cn4ccsc4n3)nnc2N2CCOCC2)cc1	u	x
CCCCN1C(=O)C(=O)N(CC(=O)Nc2sc(C)c(CC)c2C(=O)OCC)C1=O	u	x
O=C(Nc1cc(N2CCOCC2)ncn1)NC1(C(F)(F)F)Oc2ccccc2O1	2%	0
COc1ccc(OC)c2[nH]c(=O)c(CCNC(=O)c3ccc(S(=O)(=O)N(C)C)cc3)cc12	-16%	12
O=C(Oc1ccccc1C(=O)N1CCOCC1)c1ccc(Br)cc1	u	x
O=c1c2cnn(-c3ccccc3)c2nc(-c2ccco2)n1-c1ccccc1	u	x
Brc1ccc(-c2cn3nc4c(nc3n2)CCCC4)cc1	u	x
CCC(NC(=O)Cc1c(C)c2cc3c(cc2oc1=O)OC(C)(C)CC3)C(=O)O (stereo not given)	12%	-17
CN(CC1COc2ccccc2O1)C(=S)Nc1ccccc1F (stereo not given)	-4%	0
O=C(COc1ncnc2sccc12)N1CCN(c2ccccc2)CC1	7%	9
COc1ccc(CNC(=O)C(=O)NCC2CCCN2S(=O)(=O)c2ccccc2)cc1 (stereo not given)	u	x
CCOC(=O)c1ccc(NC(=O)N2CCc3ccccc3C2)cc1	u	x
CC(C)OP(=O)(OC(C)C)C(Nc1ccccc1)c1ccc2c(c1)OCO2 (stereo not given)	-19%	-17
O=C(/C=C\c1ccccc1)Nc1nccs1	2%	-17
Cc1ccc(-c2cc(C(=O)Nc3cc(C)ccc3C)[nH]n2)c(O)c1	14%	4
O=C(CSc1ccc(-c2ccco2)nn1)NCc1ccc(F)cc1	11%	-4
Cc1cc(NC(=O)c2cc3ccccc3o2)cc(C)c1OCC(=O)N1CCOCC1	u	x
CCCc1cc(=O)[nH]c2nnc(SCC(=O)Nc3nnc(SCC)s3)n12	u	x
O=C(CCc1nc2ccccc2c(=O)[nH]1)Nc1nnc(SCc2ccccc2)s1	i	x
O=C(Nc1c(C(=O)N2CCOCC2)cnn1-c1ccccc1)c1cccc(F)c1	-15%	24
O=C(NCc1ccccn1)c1ccc(-c2ccccc2)cc1	7%	17
COc1cccc(C(=O)NC2=NCCS2)c1OC	u	x
O=C(C[n+]1ccc2ccccc2c1)c1ccc(NC(=O)c2ccccc2)cc1	-7%	-1
COc1cc(-c2nnc(SCC(=O)N3CCOCC3)o2)cc(OC)c1OC	i	17
COc1cccc(C(=O)NCC(=O)N/N=C/c2c(C)[nH]c3ccccc23)c1	u	x
O=c1[nH]c(CN2CCN(Cc3ccc4c(c3)OCO4)CC2)nc2ccccc12	-10%	-22
Cc1cc(NC(=O)C(C)SCC(=O)OCc2ccc(Cl)cc2Cl)no1 (stereo not given)	u	x
O=S1(=O)CCC(N2CCOCC2)C1 (stereo not given)	u	x
CCOC(=O)N1CCC(N2C(=O)c3ccc(C(=O)NCCC(C)C)cc3C2=O)CC1	u	x
NC(=O)N/N=C/c1ccc([N+](=O)[O-])o1	-19%	-19

Complete entries from above. Screens in order: Lipid storage S3, Lipid storage S3 cell count max
`O=C(C[n+]1ccc2ccccc2c1)c1ccc(NC(=O)c2ccccc2)cc1` as listed: -7%, -1
`O=C(CCc1nc2ccccc2c(=O)[nH]1)Nc1nnc(SCc2ccccc2)s1` as listed: i, x
`NC(=O)N/N=C/c1ccc([N+](=O)[O-])o1` as listed: -19%, -19
`O=C(Nc1c(C(=O)N2CCOCC2)cnn1-c1ccccc1)c1cccc(F)c1` as listed: -15%, 24
`COc1cccc(C(=O)NC2=NCCS2)c1OC` as listed: u, x

Other entries.
SMILES	Lipid storage S3	Lipid storage S3 cell count max
CCOC(=O)c1ccc(NS(=O)(=O)c2ccc(-c3coc(C)n3)cc2)cc1	u	x
Cc1nnc(SCc2ccc(F)cc2)s1	2.1µM*	-1.2*
CCn1c(=O)c(C(=O)NCc2ccc(OC)c(OC)c2)c(O)c2ccccc21	27%	-16
CN(C)c1ccc(NC(=O)Cc2ccccc2)c2ccccc12	u	x
Cc1ccc(CN(C)C(=O)c2cc(Br)c(Br)s2)o1	u	x
CCC(c1ccccc1)c1nc(-c2ccccn2)no1 (stereo not given)	13%	-11
CC(=O)c1cccc(NC(=O)NNC(=O)c2ccc(Cl)cc2Cl)c1	u	x
Cc1ccccc1CS(=O)(=O)Cc1ccc(C(=O)NCc2ccccn2)o1	18%	-5
CCN(C(=O)CSc1nc2nc(C)cc(C)n2n1)c1cccc(C)c1	u	x
Cc1ccc(-n2cccc2/C=C2\C(=N)N3N=C(c4ccco4)SC3=NC2=O)cc1	u	x
O=S(=O)(c1cccs1)N1CCN(c2ccccc2F)CC1	-17%	-22
COc1ccc(N(Cc2cc(=O)[nH]c3ccccc23)C(C)=O)cc1	0%	-3
COc1ccccc1-c1ccc(=O)n(CC(=O)NCC2CCCO2)n1 (stereo not given)	-11%	-13
Cc1ccc(C(=O)NNC(=O)CCC(=O)Nc2cc(C)on2)cc1	-1%	-8
O=[N+]([O-])c1cc2c(cc1/C=N/n1c(-c3ccccc3)n[nH]c1=S)OCO2	u	x
CC(=O)OCC(=O)Nc1cc(S(=O)(=O)N2CCCCCC2)ccc1Cl	i	13
N#Cc1ccccc1S(=O)(=O)N1CCN(C(=O)C2CCC2)CC1	14%	17
COc1ccc(C)cc1-n1c(SCC(=O)Nc2cc(C)on2)nc2ccccc2c1=O	u	x
CC(C)C[C@@H]1NC(=O)[C@H](Cc2ccc(O)cc2)NC(=O)c2cc([N+](=O)[O-])cc(I)c2NCCC[C@@H](C(N)=O)NC1=O	u	x
O=C(Nc1ccccc1N1CCOCC1)c1cccs1	-4%	0
Cc1ccc(NC(=O)COc2ccc(N3CC(C(N)=O)CC3=O)cc2)c(C)c1 (stereo not given)	u	x
COC(=O)c1ccc(Cl)c(NC(=O)CSc2ncn[nH]2)c1	i	x
Cc1n[nH]c(C)c1NC(=O)c1cc([N+](=O)[O-])ccc1Cl	4%	7
CSc1cccc(CN2CCC(n3nccc3NC(=O)C3CC3)CC2)c1	-5%	x
O=S(=O)(Cc1ccccc1)NCc1ccccn1	1%	0
O=C(CNCCc1ccc(Cl)cc1Cl)NCc1ccco1	u	x
COCCN(C(=O)CSc1n[nH]c(-c2ccccc2)n1)c1c(N)n(Cc2ccccc2)c(=O)[nH]c1=O	u	x
Cn1c(SCC(=O)NCCc2ccccc2)ncc(C(=O)Nc2ccc(F)cc2)c1=O	u	x
C=CCSC1=Nc2sccc2C2=NC(=O)CN12	0%	-18
Cc1c(Cl)c([N+](=O)[O-])nn1Cc1ccc(C(=O)N/N=C\c2cc(Cl)ccc2O)o1	u	x
Cc1ccccc1NC(=S)N1CCCN(Cc2ccc(F)cc2)C1	-4%	-16
CCOC(=O)C1=C(C)NC(C)=C(C(=O)OCC)C1c1ccc(C)o1	-1%	9
O=C(NN1C(=O)/C(=C/c2cc([N+](=O)[O-])ccc2O)SC1=S)c1ccccc1O	u	x
O=[N+]([O-])c1cccc(/C([O-])=C(/C(=S)Nc2ccccc2F)[n+]2ccccc2)c1	8%	5
Cc1ccc(S(=O)(=O)N(C)C)cc1NC(=O)COC(=O)CNC(=O)C12CC3CC(CC(C3)C1)C2	u	x
COc1ccc(/C=C2\SC(=S)N(CCCC(=O)NNC(=O)c3ccccc3O)C2=O)cc1	-19%	-8
CSc1ccc(CN2CCC(CO)(Cc3ccc(Cl)cc3)CC2)cc1	-9%	-4
CC[C@]12CCCN3CCc4c(n(c5ccccc45)C(=O)C1)C32 (stereo not given in full)	17%	12
CC1(c2ccccc2Cl)NC(=O)N(CC(=O)c2ccc3c(c2)OCO3)C1=O (stereo not given)	u	x
COc1ccc(CCCc2nnc(SCC(=O)Nc3ncc(C)s3)o2)cc1	u	x
NC(=O)c1nnsc1Sc1c(C(N)=O)nnn1-c1cccc(N)c1	5%	-19
CC(C)c1nc(SCC(=O)N2CCOCC2)c2c(=O)n(C)c(=O)n(C)c2n1	8%[9.22 µM]	6
Cc1cc(-c2ccco2)n(CC(=O)NCCCc2ccccc2)n1	u	x
COCCn1c(SCC(=O)N2CCCCCC2)nc2c(c1=O)SCC2	-1%	-2
O=C(COC(=O)Cn1cnc2ccccc21)NCCc1ccc(Cl)cc1	8.2µM*	23*
Cc1ccccc1NC(=O)Cn1c(NCC(C)O)nc2ccccc21 (stereo not given)	11%	-6

Screening results: PubChem, National Center for Advancing Translational Sciences (NCATS)

Not all compounds are listed (hit frequency here may not be typical).
